TTR transcr act – TTR transcription activation, primary screen | 92,000 compounds, 1.3% hits | SH-SY5Y TTR promoter Gaussia luciferase, luminescence; 100% = recombinant luciferase protein wells | activation, % at 16.7 µM | AID 1117267;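 active means activation above the mean of all tested compounds plus 3 SD, cut at about 9.5% in these data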;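 further: cells exposed to compounds for one day before reading; 0% = median of all test compound wells on the plate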
* = called active by the depositor.

Start of the listing, in advance (2 entries):
SMILES | TTR transcr act
COc1ccccc1NC(=O)C1=C(C)Nc2nnnn2C1c1cccc(Br)c1 (stereo not drawn) | -1.5
CCn1c(=S)sc2c(=O)n(CC(=O)Nc3cccc(OC)c3)c(C)nc21 | -1.1

The listing, from the first entry:
SMILES | TTR transcr act
COc1ccccc1NC(=O)C1=C(C)Nc2nnnn2C1c1cccc(Br)c1 (stereo not drawn) | -1.5
CCn1c(=S)sc2c(=O)n(CC(=O)Nc3cccc(OC)c3)c(C)nc21 | -1.1
Cc1cc(C)c2c(CN3CCN(c4ccccc4)CC3)cc(=O)oc2c1 | 0.8
COc1ccc(CNC(=O)c2ccc(-c3ccc(F)c(F)c3)c3ccoc23)cc1OC | 0.0
Fc1cccc(Cc2noc(CN3CCCCC3c3ccccn3)n2)c1 (stereo not drawn) | -0.9
COc1ccc([C@@H](C)NC(=O)c2ccc3oc(C(C)C)nc3c2)cc1 | -1.6
CCn1c(N)nc2c1c(=O)n(C)c(=O)n2C | 0.7
COc1cccc(SCc2noc(C(=O)NCCN(C)C)c2C(=O)NCCN(C)C)c1 | 3.4
Cc1csc2cc(-c3cccc([N+](=O)[O-])c3)c(-c3cccc([N+](=O)[O-])c3)c[n+]12 | 3.1
COc1cccc(-n2c(CCn3nc(C)c([N+](=O)[O-])c3C)n[nH]c2=S)c1 | 2.7
C=CC[C@@H](CC(=O)N[C@H](CO)Cc1ccccc1)C(=O)NCCOC(=O)[C@@H](CC=C)CC(=O)OC(C)(C)C | -2.9
O=C(OCC(=O)N1CCCc2ccccc21)c1cc(Br)ccc1O | -1.7
Nc1nc(-c2cccnc2)nn1C(=O)CCc1ccccc1 | 0.5
CSc1ccccc1NC(=O)CN(C)C(=O)COc1ncnc2ccccc12 | 0.3
CC(Sc1nncs1)C(=O)NC1CCCCC1C (stereo not drawn) | 3.0
Cc1ccc(C2=NOC3(CC(=O)N(c4ccc(C)cc4)C3=O)C2)cc1 (stereo not drawn) | -1.2
CN(C)CCCN(CCCNC(=O)/C=N/O)Cc1ccccc1 | 0.6
O=C(O)c1cccc(NC2=C(n3nnc4ccccc43)C(=O)c3ccccc3C2=O)c1 | -0.4
CCOC(=O)C(C)N1C(=O)S/C(=C/c2cc(C)n(-c3ccccn3)c2C)C1=O (stereo not drawn) | -3.7
COC(=O)c1ccccc1NC(=O)CNC(=O)c1ccc(OC)c(OC)c1 | -0.2
Cc1cc(C)c(NC(=S)NC(CO)(CO)CO)c(C)c1 | -0.6
CCC(CC)c1nn2c(N)c(/C=C3\C(C)=Nc4ccccc43)c(=O)nc2s1 | -0.3
COc1ccc(/C(C)=N/N2C(C)CCCC2C)c(OC)c1 (stereo not drawn) | 2.5
CC(C)(C)C(=O)NC1(C(F)(F)F)C(=O)Nc2c1c(=O)[nH]c(=O)n2Cc1ccco1 (stereo not drawn) | -1.1
COCCN(C(=O)COC(=O)c1ccc(C)s1)c1c(N)n(Cc2ccccc2)c(=O)[nH]c1=O | 1.6
COc1ccc(NC(C)=O)cc1NC(=O)c1ccc(Cl)cc1 | -0.8
Nc1ccccc1Sc1ccc(C(F)(F)F)cc1[N+](=O)[O-] | -0.5
COc1cc(C2OC(=O)C3C(c4ccc(OC(C)=O)c(OC)c4)OC(=O)C23)ccc1OC(C)=O (stereo not drawn) | -2.4
CN(C)C(=O)c1ccc(NC(=O)c2ccccc2Sc2ccccc2C#N)cc1 | -2.5
CCOC(=O)CCNC(=O)CNC(=O)OCc1ccccc1 | 1.6
O=C(c1cc(COc2ccccc2)on1)N1CCCC(OCc2cccnc2)C1 (stereo not drawn) | -0.4
CCn1c(C(=O)O)c(CC(=O)Nc2ccccc2F)c2ccccc21 | 0.2
Cc1cc(NC(=O)COC(=O)c2ccc(OC(F)(F)F)cc2)no1 | 2.9
CC(=O)c1ccc(OCC(O)Cn2nnc3ccccc32)cc1 (stereo not drawn) | -0.8
O=C1Cc2ccccc2C(c2c(Cl)cccc2Cl)N1 (stereo not drawn) | 2.0
CN1C(C(=O)NCc2ccco2)CC2Cn3c(nc4ccccc43)C21 (stereo not drawn) | -1.1
COc1ccc(S(=O)(=O)Nc2ccc(S(=O)(=O)N(C)C)cc2)cc1[N+](=O)[O-] | -1.6
Fc1ccc(-c2nnc(-n3nnc4ccccc43)c3ccccc23)cc1 | -0.5
NC(N)=NS(=O)(=O)c1ccc(NC(=S)NC(=O)/C=C/c2ccco2)cc1 | -1.7
COc1ccc(NC(=O)C2CC(c3ccc(Cl)cc3)=NO2)cc1 (stereo not drawn) | -1.3
CC1=C(C(=O)N2CCCCCC2)CC(CC(=O)NC2CC2)C(=O)N1Cc1ccccc1 (stereo not drawn) | 1.4
COC(=O)[C@]12C[C@H](CC(=O)NCCCCc3ccccc3)C(=O)N(Cc3ccc(Cl)cc3Cl)C1=C[C@H](C1CCCC1)O[C@@H]2C | 0.0
CC(C)CC1(C(=O)NCCc2c[nH]c3ccccc23)C=CCN1C(=O)c1ccccc1 (stereo not drawn) | 5.9
CCC(C(=O)NC1CCCC1)n1c(-c2ccncc2)nc2ccccc21 (stereo not drawn) | 0.5
O=C(CCn1c(=S)oc2ccccc21)Nc1ccccc1F | 4.1
Cc1ccc(C)c(S(=O)(=O)N(C)c2ccc(OC(=O)C3CCN(C(=O)Nc4ccccc4)CC3)cc2)c1 | -1.8
Cc1ccc(C(=O)N[C@H](C(=O)N2CCN(c3ccccc3F)CC2)C(C)C)cc1 | -0.4
O=C(NCc1ccc(OC(F)(F)F)cc1)c1cc(-c2ccccc2)nn1CC1CC(c2cccnc2)=NO1 (stereo not drawn) | -0.4
CC(=O)OCCCN(C)CC/C=C1/c2ccccc2CSc2ccccc21 | -0.3
C/C(N)=C(/C#N)C(=O)COC(=O)CCSc1ccccc1 | 2.1
O=C(NC1CCCCC1)NC1CCN(CC(=O)N2CCOCC2)CC1 | -2.9
Cc1ccc(C(=O)CC(Nc2ccc(F)cc2)c2ccccc2)cc1 (stereo not drawn) | 2.4
Cc1ccc(-c2nnc(SCC#N)n2N)cc1 | 2.2
CN(C)[C@@H]1CCN(c2cccc3c2S(=O)(=O)N2CC[C@@H](C2)O3)C1 | 0.8
CCN1C(=O)[C@H]2[C@H]3CN=C(SCc4ccc(C)cc4)N3[C@@](Cc3ccccc3)(C(=O)OC)[C@H]2C1=O | 24*
O=C(NCC1CCC(C(=O)O)CC1)c1cccnc1 (stereo not drawn) | 1.8
COc1cc(/C=N/NC(=O)c2cccnc2)ccc1OC(=O)c1ccc2c(c1)OCO2 | -1.7
Cc1ccnc(NC(=O)Nc2ccc(F)cc2)c1 | -2.0
O=C1NCCCCC1NC1CC(=O)N(c2ccccc2)C1=O (stereo not drawn) | -1.0
CN(C(=O)c1ccc(NC(=O)Cc2ccc(NC(=O)C3CCCN(C(=O)C4CCCC4)C3)cc2)cc1)C1CC1 (stereo not drawn) | -0.6

A run of entries from further up, for reference:
SMILES | TTR transcr act
Cc1ccc(C)c(S(=O)(=O)N(C)c2ccc(OC(=O)C3CCN(C(=O)Nc4ccccc4)CC3)cc2)c1 | -1.8
Cc1ccc(C(=O)N[C@H](C(=O)N2CCN(c3ccccc3F)CC2)C(C)C)cc1 | -0.4
O=C(NCc1ccc(OC(F)(F)F)cc1)c1cc(-c2ccccc2)nn1CC1CC(c2cccnc2)=NO1 (stereo not drawn) | -0.4
CC(=O)OCCCN(C)CC/C=C1/c2ccccc2CSc2ccccc21 | -0.3
C/C(N)=C(/C#N)C(=O)COC(=O)CCSc1ccccc1 | 2.1
O=C(NC1CCCCC1)NC1CCN(CC(=O)N2CCOCC2)CC1 | -2.9
Cc1ccc(C(=O)CC(Nc2ccc(F)cc2)c2ccccc2)cc1 (stereo not drawn) | 2.4
Cc1ccc(-c2nnc(SCC#N)n2N)cc1 | 2.2
CN(C)[C@@H]1CCN(c2cccc3c2S(=O)(=O)N2CC[C@@H](C2)O3)C1 | 0.8
CCN1C(=O)[C@H]2[C@H]3CN=C(SCc4ccc(C)cc4)N3[C@@](Cc3ccccc3)(C(=O)OC)[C@H]2C1=O | 24*
O=C(NCC1CCC(C(=O)O)CC1)c1cccnc1 (stereo not drawn) | 1.8
COc1cc(/C=N/NC(=O)c2cccnc2)ccc1OC(=O)c1ccc2c(c1)OCO2 | -1.7
Cc1ccnc(NC(=O)Nc2ccc(F)cc2)c1 | -2.0
O=C1NCCCCC1NC1CC(=O)N(c2ccccc2)C1=O (stereo not drawn) | -1.0

The listing continues.
SMILES | TTR transcr act
O=C(Nc1ccc(F)cc1)Nc1cccc(Br)c1 | -4.0
Cc1ccccc1OCc1nnc(SCC(=O)Nc2ccc3c(c2)oc2ccccc23)n1C | -2.5
CCOC(=O)C1=C(C)NC(=O)NC1c1ccc(-c2ccc(Cl)cc2)o1 (stereo not drawn) | -1.2
c1cc(CNc2ccc(N3CCOCC3)cc2)ccn1 | -1.5
COc1ccccc1CC(=O)Nc1cccc2ccccc12 | 3.0
CN1CCN(c2nc(C(N)=O)cc(-c3ccccc3)n2)CC1 | 0.4
COCCN1C(=O)COc2ccccc2C1C(=O)NC1CCCC1 (stereo not drawn) | 0.2
Cc1sc(N/N=C/c2ccco2)nc1-c1ccccc1 | -1.6
Cc1ccc(NC(=O)CSc2cccc3cccnc23)c(C)c1 | -1.4
O=c1cc(O)sc2ccccc12 | 2.4
COc1cccc(CNC(=O)CN2C(=O)COc3ccc(S(=O)(=O)N4CCCCCC4)cc32)c1 | -0.1
Cc1nn(-c2ccccc2)c(Cl)c1C(=O)OC(C)C(=O)Nc1ccc2c(c1)OCO2 (stereo not drawn) | 1.1
Cc1nn(Cc2ccc(C(=O)n3cccn3)o2)c(C)c1Br | 1.4
O=C(Cc1ccc(F)cc1)Nc1nc(-c2ccc(F)c(F)c2)cs1 | -2.5
Cc1c(OCC(=O)N2CCN(c3ccccc3)CC2)ccc2c3c(c(=O)oc12)CCCC3 | 1.6
CC(C)N(c1ccccc1)c1ccc(NC(=O)COC(=O)CCN2C(=O)c3cccc([N+](=O)[O-])c3C2=O)cc1 | 6.1
O=C(COC(=O)c1ccc2c(c1)OCO2)Nc1cccc(F)c1 | -0.3
O=[N+]([O-])c1cc(C(F)(F)F)cc([N+](=O)[O-])c1NCCNC(=S)Nc1cccc(F)c1 | -1.1
O=S(=O)(Nc1cc(S(=O)(=O)N2CCOCC2)ccc1NCC1CCCO1)c1ccccc1F (stereo not drawn) | -1.8
Nc1ccc(CCc2ccccn2)cc1 | 1.0
COc1cc(CN(C)C(=O)C(=O)c2c[nH]c3ccccc23)ccc1O | -1.9
CCOc1ccc(N/C=C/C(=O)c2ccccc2)cc1 | -3.7
CCc1nc(NCCCCCO)c2nnn(Cc3ccccc3F)c2n1 | 0.0
COc1ccc(-n2c(N)c(C#N)c3ccc([N+](=O)[O-])cc3c2=O)cc1 | 3.2
Cc1ccccc1NC(=O)Cn1cnc2c(oc3nc4c(cc32)CCCC4)c1=O | 1.2
CCC/C=C/c1ccc(CN2C(C)C(=O)N(Cc3cn(CCC4OCCCO4)nn3)CCS2(=O)=O)cc1 (stereo not drawn) | -0.7
O=C1CSC(c2cccnc2)N1CCc1ccccn1 (stereo not drawn) | 3.0
CCCCn1c(SCc2nc3ccccc3s2)nc2cc(S(N)(=O)=O)ccc21 | -0.5
COc1ccc2c(c1OC)CN(C)CCc1cc3c(cc1C(=O)C2)OCO3 | 0.5
Cc1ccc(-c2nc3cc(C)c(Br)c(C)n3c2CC2CCCCC2)cc1 | 9.8*
Cc1cccc(N=C2NC(=O)/C(=C\c3cccs3)S2)c1 | 0.4
NC(=O)NC(=O)COC(=O)CC12CC3CC(CC(C3)C1)C2 | 0.8
N#Cc1cn(-c2ccccc2)nc1-c1cc2ccccc2oc1=O | -2.0
COCCNC(=O)C(c1cccnc1)N(Cc1ccccc1)C(=O)Cn1nnc2ccccc21 (stereo not drawn) | -1.6
CCOC(=O)[C@H]1[C@H]2COc3ccc(OC)cc3[C@@H]2N2C(=O)CN(Cc3ccco3)C(=O)[C@@]12C | -1.5
Fc1cccc(NC(=S)N2CCCC2)c1 | -1.1
COc1ccc(S(=O)(=O)N(C)CC(=O)N2CCN(c3ccc(F)cc3)CC2)cc1OC | -1.9
Cc1cc(C)c(-n2c(SCc3nc4ccccc4s3)n[nH]c2=O)c(C)c1 | 2.3
O=C(c1cc2cc(Cl)ccc2oc1=O)N1CCCCCCC1 | 2.7
O=C(c1ccco1)N1CCN(Cc2ccccc2F)CC1 | -0.5
Cc1ccc2oc(-c3ccco3)cc(=O)c2c1 | 3.0
CCOc1ccc(Oc2ccc(-c3nnc(-c4ccccc4)o3)cc2[N+](=O)[O-])cc1 | 3.3
O=C(NCCc1c[nH]c2ccccc12)OCc1cn(Cc2cc(F)ccc2F)nn1 | -1.1
COC(=O)C1=C(Cn2cnc3ccccc32)NC(=O)NC1c1cc(C)ccc1C (stereo not drawn) | 0.0
O=C(OCC(=O)c1ccc[nH]1)c1ccc(S(=O)(=O)N2CCCCCC2)cc1 | -1.3
O=C(/C=C/c1c(Cl)nc2ccccn12)Nc1ccc(F)cc1 | 1.9
COc1ccc(/C=C/C(=O)OCC(=O)NC(=O)NC(C)(C)C)cc1 | -1.1
COc1ccc(C(=O)OC(C)C(=O)NC2CCCCC2C)cc1S(=O)(=O)N1CCOCC1 (stereo not drawn) | -0.8
Cc1ccc2nc(N(CCCN(C)C)C(=O)c3cc4ccccc4oc3=O)sc2c1 | 1.0
COc1ccc(C)cc1S(=O)(=O)NC(C)C(=O)Nc1ccc2c(c1)OCO2 (stereo not drawn) | -0.2
CCOC(=O)c1ccccc1NC(=O)COC(=O)CN1C(=O)C2CC=CCC2C1=O (stereo not drawn) | -1.7
Cc1ccc(NC(=O)CN2C(=O)NC3(CCCc4ccccc43)C2=O)c(Cl)c1 (stereo not drawn) | 3.2
NS(=O)(=O)c1ccc(NC(=O)COC(=O)C2(c3ccccc3F)CCCC2)cc1 | 2.7
O=C(NC1CCCCC1)c1ccc(S(=O)(=O)N2CCCCC2)cc1 | 5.1
COc1ccc(-c2csc(N(CC(C)C)C(=O)c3ccco3)n2)cc1 | -1.6
CC(CCCC(C)(C)O)CC1C2=C(CCCC2=O)OC2=C1C(=O)CCC2 (stereo not drawn) | -0.6
COc1ccccc1C(=O)N1CCC(N2CCN(c3ccccc3OC)CC2)CC1 | -1.1

Screens: PubChem BioAssay, The Scripps Research Institute Molecular Screening Center

These rows are one share of the data. The share of hits here may be higher or lower than overall.
